Screening results deposited in PubChem by several laboratories.
M1AAP inhibition: P. falciparum M1AAP inhibitors, biochemical, fluorogenic H-Leu-NHMec substrate, 1536-well (AID 1445); recombinant M1AAP, H-Leu-NHMec fluorogenic kinetic assay; higher % means a stronger effect; one-dose inhibition, % at 30 µM; IC50 in µM for titrated hits; 0.42% of 220,000 active;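 active = primary inhibition above the hit cutoff, then over 50% inhibition at one or more dose response concentrations, cut at about 23% in these data, passing the limit was not always enough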;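 note: plate controls were DMSO full reaction for no effect and no enzyme background for full effect; strong numbers were not always called active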
T cell HTS: T cell immune modulation candidate; 2C CD8+ T cell-vesicle binding, flow cytometry; active compounds read low; calls only at 7 µM; 0.068% of 330,000 active; AID 2052;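 active = response, share of CD8 T cells binding vesicles, and their 90th percentile fluorescence all below set limits, cut at about 80% in these data, passing the limit was not always enough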
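Assay system: 2C TCR transgenic mouse naive CD8+ T cells, MACS-purified | Read-out: CD8+ gate FL2 mean fluorescence as % of same-row positive control | Signal: High-throughput flow cytometry with anti-B7-1 and anti-CD8 staining | Timing: Binding step 1.5 h, 37 °C, antibody labelling 20 min, ice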
MT stabilize HCS: microtubule stabilization, imaging screen | HeLa tubulin immunostaining HCS, 24 h; share of cells brighter than vehicle mean+2SD | AID 2205 | % tubulin-high responders, % at 10 µM | 0.83% of 200,000 active;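 active = plate Z-score above 3 for both tubulin-high and condensed-nucleus cell shares, with cell loss under 80%, at 10 µM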;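 note: anti alpha tubulin signal scored within the nucleus-defined area of each cell; some results filed as inactive read as strong as hits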
Autophagy HCS: modulators of autophagy; 0.98% of 190,000 active; AID 463193; MEF GFP-LC3 puncta imaging; test concentration mostly 10 µM; calls only at 10 µM (by protocol);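 active = percentage of spot-positive cells more than 3 SD above its plate mean, without a fluorescence outlier flag or 80% toxicity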;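 note: spot-positive cell cutoff set from DMSO-treated cells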
WT yeast gro inh: growth inhibition of WT yeast, mitochondrial fusion screen; mitochondrial fusion phenotypic screen, WT strain; inhibition, % at 10 µM; 2.1% of 190,000 active; AID 1362; in the data active = inhibition above about 58%; tested in S. cerevisiae
M17LAP inhibition: P. falciparum M17LAP inhibitors, primary screen, biochemical, fluorogenic H-Leu-NHMec substrate, 1536-well (AID 1619); recombinant M17LAP, H-Leu-NHMec fluorogenic kinetic assay; higher % means a stronger effect; inhibition, % at 30 µM, or IC50 in µM where a hit was titrated; 0.38% of 220,000 active;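 active = compound inhibiting the enzyme by more than half at any dose during confirmatory dose-response retesting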;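 note: plate controls were full reaction with DMSO carrier for no effect and no enzyme background for full effect; strong numbers were not always called active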
Dynein cargo inh: dynein cargo transport inhibition | 3617.4 mouse cells, GR-EGFP nuclear translocation imaging; test concentration mostly 20 µM; stimulated with dexamethasone, 1 µM; active compounds read low | z-score, hits read low | 0.47% of 220,000 active | AID 1381;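 active = plate z-score of nuclear minus cytoplasmic receptor signal below a set negative limit, without overly bright fluorescence or cell loss, cut at about -3.5 in these data, passing the limit was not always enough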;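 note: z-score of nuclear minus cytoplasmic ring GR-EGFP intensity difference per well; some compounds called inactive have numbers as strong as hits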
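Buffer or medium: tet-free medium with charcoal-stripped serum / Also added: dexamethasone agonist, 1.0 µM final, for 30 min / Timing: induction 48 h, compound 1 h, agonist 30 min / Measured by: high-content fluorescence imaging after fixation / Read-out: nuclear-to-cytoplasmic GR-EGFP distribution per well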
Yfh1-depleted yeast: mitochondrial function rescue without frataxin homolog – Friedreich's ataxia, plus single-dose screen, dose response (AID 1465); S. cerevisiae Yfh1-off respiration, WST-1 reduction, 72 h; higher fold induction means a stronger effect; fold induction at 50 µM; hits with a dose series show EC50 in µM; 0.074% of 220,000 active;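 active = fold induction of absorbance versus untreated yeast above a set limit, then at least 30% activation at any dose in follow-up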;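 note: activators that raise dye reduction in frataxin-depleted yeast; strong numbers were not always called active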
bCat nuc transl: alters nuclear translocation of beta-catenin in HeLa cells; immunofluorescence imaging; nuclear translocation activity, % at 5 µM; 0.3% of 190,000 active; AID 1665;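 active = nuclear translocation activity above 50% at 5 µM, with a well cell count of 50 or more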;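 note: per-cell ratio of nuclear to cytoplasmic median beta-catenin stain intensity; plate controls were DMSO negative control for no effect and GSK-3 inhibitor IX positive control for full effect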
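Test system: human HeLa cell line; Doses: 5 µM primary, 0.02–20 µM confirmation; Incubation: 24 h compound exposure, 37°C; Detection: beta-catenin immunofluorescence imaging with DAPI; Read-out: beta-catenin nuclear/cytoplasmic ratio, % activation.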
WT yeast gro inh mutant strain: second read-out of WT yeast gro inh, no call of its own (marks repeat the call); inhibition, %; mitochondrial fusion phenotypic screen, mutant strain inhibition
Dynein cargo inh cytoplasmic EGFP: also measured in Dynein cargo inh; calls as there; z-score; measured here: cytoplasmic GR-EGFP intensity; active compounds read high
Dynein cargo inh nuclear GR-EGFP: also measured in Dynein cargo inh; calls as there; z-score; measured here: nuclear GR-EGFP intensity;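 lower value marks the stronger effect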
Dynein cargo inh cell count: further read-out of Dynein cargo inh, marked with its call; z-score; measured here: cell count per field
bCat nuc transl cell count 5 µM: also measured in bCat nuc transl; calls as there; cell count; measured here: cell count, cytotoxicity flag
T cell HTS vesicle-bound %: recorded beside T cell HTS, whose call it bears; double positive events, %; measured here: CD8+ vesicle-bound cell fraction;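 binding gate set so that unloaded-vesicle control wells show 10% double positive cells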
MT stabilize HCS Hoechst-high %: recorded beside MT stabilize HCS, whose call it bears; % Hoechst-high responders; measured here: nuclear condensation Hoechst responders;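 share of cells brighter than vehicle mean plus two SD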
MT stabilize HCS cytotoxicity %: recorded beside MT stabilize HCS, whose call it bears; toxicity, %; measured here: cytotoxicity by cell density;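 0% = mean cell density of plate MIN control wells and 100% = no cells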
Autophagy HCS cell loss 18 h: recorded beside Autophagy HCS, whose call it bears; toxicity, %; measured here: cell loss, nuclei count;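 cell loss after 18 h compound exposure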
The depositor's hits bear a star; i = inactive; . = not tested or not shown. Random draw from the library; 4.4% or so of the library scored in one or more.

SMILES | M1AAP inhibition | T cell HTS | T cell HTS vesicle-bound % | MT stabilize HCS | MT stabilize HCS Hoechst-high % | MT stabilize HCS cytotoxicity % | Autophagy HCS | Autophagy HCS cell loss 18 h | WT yeast gro inh | WT yeast gro inh mutant strain | M17LAP inhibition | Dynein cargo inh | Dynein cargo inh cytoplasmic EGFP | Dynein cargo inh nuclear GR-EGFP | Dynein cargo inh cell count | Yfh1-depleted yeast | bCat nuc transl | bCat nuc transl cell count 5 µM
CCc1c(C)nc2cc(-c3cc(OC)cc(OC)c3)nn2c1N1CCN(CCN2CCOCC2)CC1 | -1% | i | 5 | 2.9 | 2.0 | 4.1 | i | -1 | 7 | 1 | 13% | 0.17 | -0.26 | -0.029 | 0.53 | i | -2.0 | 1120
CC(=O)OCc1c(C(F)(F)F)nn(C)c1Oc1ccccc1 | 3% | i | 30 | 1.7 | 1.5 | 0.2 | i | 0 | -12 | -10 | -4% | . | . | . | . | i | -2.8 | 1111
Cc1c(/C=N/Nc2nc3ccccc3[nH]2)c2ccccc2n1C | 2% | i | 17 | . | . | . | . | . | . | . | 22% | -0.31 | -0.076 | 0.29 | -0.077 | i | -0.9 | 1364
CCC1(c2ccccc2)NC(=O)N(CC(=O)Nc2ccc3c(c2)OCO3)C1=O (stereo unspecified) | 7% | i | 52 | 2.6 | 1.6 | 9.0 | i | 0 | -8 | -13 | 19% | -1 | -0.22 | -0.35 | 0.7 | i | 1.4 | 1171
CCOc1cccc(Nc2cc3n(c(=O)n2)CCc2cc(OC)c(OC)cc2-3)c1 | 13% | i | 33 | 1.5 | 1.9 | 7.4 | i | 2 | 8 | 6 | -38% | -0.52 | -0.16 | -0.47 | 0.77 | i | 2.3 | 1455
CN(C)c1ncc(CN2CCC(CO)(CCCc3ccccc3)CC2)s1 | 4% | i | 56 | . | . | . | . | . | . | . | -2% | 0.41 | -0.22 | 0.66 | 0.52 | i | 0.8 | 1281
CN=C1SC(CC(=O)Nc2sc(C)c(C)c2C(=O)OC)C(=O)N1C (stereo unspecified) | 1% | i | 27 | 2.4 | 1.5 | 1.4 | i | 9 | 47 | 4 | -4% | -0.18 | -0.35 | -0.19 | 0.89 | i | -2.8 | 1048
O=C(CSC1CCCCC1)Nc1nccs1 | -2% | i | 64 | 2.1 | 2.2 | 10 | i | -5 | 1 | 5 | 11% | 0.019 | -0.15 | 0.2 | 0.12 | . | 2.6 | 1105
O=C(COc1ccc(Cl)cc1Cl)NC(=O)N1CCCCC1 | 6% | i | 6 | 2.2 | 1.3 | 3.8 | i | -5 | 21 | 19 | -2% | -0.91 | -0.22 | -0.45 | 0.98 | i | . | .
CCOc1ccccc1C1C(C(=O)Nc2ccccc2OC)=C(C)Nc2nc(CCCO)nn21 (stereo unspecified) | -1% | i | 10 | 3.7 | 2.4 | 3.9 | i | -29 | 13 | -7 | 4% | -0.73 | -0.2 | -0.39 | 0.085 | i | . | .
CCCCSc1nnc(-c2ccc(OC)cc2)n1C | 12% | i | 37 | 3.1 | 2.1 | 4.1 | i | -8 | -17 | -4 | 25% | 0.035 | -0.26 | -0.1 | 0.2 | i | -3.2 | 494
CC(OC(=O)c1ccc(NS(=O)(=O)c2cccs2)cc1)C(=O)N(C)C1CCCCC1 (stereo unspecified) | 3% | i | 29 | 5.9 | 1.6 | 5.5 | i | 14 | 14 | 7 | 21% | 1.2 | 0.098 | 0.41 | 0.18 | i | -0.6 | 1101
COC(=O)c1cc(-c2ccc(Cl)cc2)n[nH]1 | . | i | 54 | 2.0 | 2.4 | 7.2 | i | -3 | 2 | -14 | . | -0.58 | -0.25 | 0.16 | 0.71 | i | 0.8 | 919
CCN1C(=O)C(C(=O)Nc2ccc(OC)cc2)C2CC1(C)Oc1ccccc12 (stereo unspecified) | 10% | i | 16 | 3.4 | 1.9 | 5.5 | i | -10 | 9 | 6 | 2% | 0.13 | -0.26 | -0.11 | 0.46 | i | -2.3 | 1119
CCN1CSC(=S)N(Cc2ccc(OC)cc2)C1 | 6% | i | 30 | . | . | . | . | . | . | . | 7% | -0.55 | -0.23 | -0.32 | -0.033 | i | -3.0 | 1127
O=C(C[N+]1(CC#Cc2ccccc2)CCOCC1)c1ccccc1 | 1% | i | 2 | 6.4 | 1.0 | 6.5 | i | 9 | -7 | -39 | -1% | 0.55 | -0.33 | -0.33 | 0.46 | i | -1.0 | 1044
C=CCn1c(Cc2csc(N)n2)nnc1SCC(=O)OCC | 7% | i | 30 | 1.9 | 2.0 | 3.7 | i | -8 | 5 | 18 | -3% | -0.48 | -0.23 | -0.43 | 1.2 | i | -0.6 | 1003
COc1ccc(CN2CCn3ncc(C(=O)Nc4cc(C)cc(C)c4)c3C2=O)cc1 | 5% | i | 45 | 2.7 | 1.5 | 3.4 | i | -19 | -17 | 50 | 7% | 0.79 | -0.35 | 0.5 | -0.22 | i | 0.9 | 1434
CN(C)Cc1c(O)ccc2occ(C(O)c3ccccc3)c12 (stereo unspecified) | 17% | i | 51 | 2.2 | 3.2 | 9.5 | i | 4 | 3 | -1 | -9% | 0.012 | 0.085 | 0.71 | -1 | i | -4.8 | 703
Cc1nn(Cc2ccccc2)c(Cl)c1C(=O)NC(C)(C)C | 8% | i | 39 | 2.4 | 2.6 | 7.1 | i | -7 | -15 | -12 | 13% | -0.93 | -0.34 | -0.87 | 1.1 | i | . | .
CCOCCOC(=O)C1=C(C)N(C)C(=O)NC1c1cc(Cl)c(O)c(OC)c1 (stereo unspecified) | 2% | i | 8 | 3.5 | 1.8 | 7.8 | i | 11 | -16 | -6 | 3% | 0.61 | -0.094 | 0.57 | -0.99 | i | -1.2 | 746
Cc1sc(NC(=O)c2cccc([N+](=O)[O-])c2)c(C(N)=O)c1-c1ccc(C(C)(C)C)cc1 | 2% | i | 57 | 3.0 | 1.9 | 3.7 | i | -4 | -1 | 1 | 7% | -0.33 | -0.3 | 0.043 | 0.12 | i | -1.3 | 1039
CC(C)(C)n1nc2c(c1NC(=O)CCCc1ccccc1)CS(=O)C2 (stereo unspecified) | 6% | i | 39 | 3.1 | 2.4 | 2.8 | i | 22 | 11 | 6 | -4% | -1 | -0.26 | -0.61 | 0.61 | i | . | .
Nc1nonc1C(=O)NC(c1ccccc1)c1ccccc1 | 4% | i | 45 | 2.7 | 2.5 | 7.2 | i | 0 | -16 | -8 | 3% | -1.2 | -0.28 | -0.64 | 0.13 | i | 4.0 | 1179
O=C(C1=C[C@@H](C2CCCCC2)C[C@@H](OCCCCO)O1)N1CCN(Cc2ccc3c(c2)OCO3)CC1 | -2% | i | 18 | 4.4 | 1.0 | 11 | i | 19 | 14 | 3 | 5% | -1.7 | 0.26 | -0.67 | 0.47 | i | -0.5 | 1188
CC12CCC(C(=O)Nc3cc(F)ccc3F)(CC1=O)C2(C)C (stereo unspecified) | 1% | i | 45 | 3.6 | 2.4 | 12 | i | 2 | -4 | 12 | -2% | -0.39 | -0.3 | 0.12 | 0.57 | i | -3.9 | 1016
CCOc1ccc(CC2NCCc3cc(OCC)c(OCC)cc32)cc1OCC (stereo unspecified) | 4% | i | 23 | 2.7 | 1.7 | 0.8 | i | 1 | 25 | -2 | 1% | -0.51 | -0.24 | -0.66 | 0.74 | i | -1.0 | 1013
Cn1cnnc1Sc1ccc(/C=C(\CCC(=O)O)c2nc3ccccc3s2)cc1[N+](=O)[O-] | 9% | i | 55 | 2.3 | 2.1 | 2.5 | i | -10 | -16 | -17 | 48% | 0.21 | -0.22 | -0.29 | 0.011 | i | 0.4 | 914
COc1cccc(NC(=O)C(Sc2nnc3ccccn23)c2ccccc2)c1 (stereo unspecified) | -4% | i | 57 | 3.9 | 2.5 | 3.2 | i | -7 | -15 | -11 | 20% | -0.34 | -0.18 | -0.29 | 0.12 | i | -1.8 | 1152
Cc1ccc(C(=O)O/N=C(/c2nonc2N)N(C)C)cc1 | 2% | i | 41 | 2.0 | 1.8 | 6.0 | i | -14 | -19 | 0 | 8% | 0.53 | -0.06 | 0.88 | -1.3 | i | -0.1 | 1358
O=S(=O)(c1ccc(F)cc1)N1CCN(Cc2ccccn2)CC1 | -11% | i | 42 | 2.6 | 1.9 | 8.0 | i | 7 | -11 | -17 | 5% | 1.5 | -0.29 | 1.1 | -0.44 | i | 0.4 | 1043

Arranged by value in MT stabilize HCS Hoechst-high % (low to high): three from the list above
SMILES	M1AAP inhibition	T cell HTS	T cell HTS vesicle-bound %	MT stabilize HCS Hoechst-high %	WT yeast gro inh mutant strain	M17LAP inhibition	Dynein cargo inh	Dynein cargo inh cytoplasmic EGFP	Dynein cargo inh nuclear GR-EGFP	Dynein cargo inh cell count
O=C(C1=C[C@@H](C2CCCCC2)C[C@@H](OCCCCO)O1)N1CCN(Cc2ccc3c(c2)OCO3)CC1	-2%	i	18	1.0	3	5%	-1.7	0.26	-0.67	0.47
CC12CCC(C(=O)Nc3cc(F)ccc3F)(CC1=O)C2(C)C (stereo unspecified)	1%	i	45	2.4	12	-2%	-0.39	-0.3	0.12	0.57
COc1cccc(NC(=O)C(Sc2nnc3ccccn23)c2ccccc2)c1 (stereo unspecified)	-4%	i	57	2.5	-11	20%	-0.34	-0.18	-0.29	0.12
